Compound activity (PubChem)
Akt phos inh: Akt phosphorylation inhibition | Neuro2A IGF-stimulated pAkt S473 HTRF, 20 min; stronger effect = lower value | activity change, % for hits at 50 µM | actives 0.32% (n = 360,000) | AID 651550; in the data active = activity change below about -80%; inconclusive = mostly about -51% to -80%; also: % is scaled to controls: 0 for no effect and ±100 for the full control effect
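Single-point screen (50 µM final compound) in Neuro2A cells stimulated 20 min with 6 nM IGF at 37 deg C. After lysis, Ser473-phosphorylated Akt read by HTRF (ex 330 nm, em 615/665 nm) as the 665/615 ratio.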
Nrf2 ARE act: activators of Nrf2 (ARE) signaling; AREc32 ARE-luciferase reporter (MCF7-derived line), luminescence, 24 h; Potency, µM (doses to about 46.1 µM), inactives show at the highest dose activation, hits mostly activators; actives 0.31% (n = 410,000); also: potency is read from the fitted curve at half-maximal effect; % of control where 0% means no effect; nearly all actives have a fitted effect of over 65% in size
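Each well held 1000 AREc32 cells, which were incubated with compound for 24 hr at 37 deg C after overnight attachment, and ARE reporter activity was quantified by firefly luciferase luminescence.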
Nrf2 inh: Nrf2 pathway inhibition | actives 2.1% (n = 360,000) | A549 ARE-Fluc reporter, luciferase luminescence, 18-24 h | Potency, µM (titrated, usually from 46 µM), without a hit: at the highest dose activity change, negative = inhibition, most hits filed as inhibitors | AID 504444; also: potency is read from the fitted curve at half-maximal effect; % is scaled to controls: 0 for no effect and ±100 for the full control effect; nearly all actives have a fitted effect of over 60% in size
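Concentration-response testing used A549 ARE_Fluc cells at 5000 cells/well. Following an 18-24 h compound incubation, viability was read by fluorescence (Ex 405/Em 525) and luciferase output by luminescence.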
A549 viability: counter-screen for Nrf2 inhibitors: cytotoxicity in A549 cells. A549 ARE-Fluc cells, CellTiter-Fluor viability, 18-24 h. Potency, µM (series often up to 46 µM), for inactives: at the highest dose activity change, negative = cytotoxicity, hits mostly inhibitors. actives 0.16% (n = 390,000). AID 504648; also: potency is read from the fitted curve at half-maximal effect; % is scaled to controls: 0 for no effect and ±100 for the full control effect
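A549 ARE_Fluc cells in 5% FBS OPTI-MEM were exposed to compounds in concentration-response for 18-24 h at 37 deg C. Viability was read by CellTiter-Fluor fluorescence (Ex 405/Em 525) after 30 min, before the luciferase read.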
ATXN viability: viability counter-screen for ATXN expression inhibitors; Potency, µM (titrated, usually from 56.7 µM), hits mostly cytotoxic; actives 0.49% (n = 400,000); S2 cells (HEK-293 line with an ATXN2-luciferase reporter) viability, CellTiter-Fluor protease fluorescence, 24 h; AID 651635; also: potency is read from the fitted curve at half-maximal effect; nearly all actives have a fitted effect of over 40% in size
MmCpn inh: inhibitors of Methanococcus maripaludis chaperonin (MmCpn). purified Mm-Cpn ATPase, ADP Transcreener TR-FRET. Potency, µM (titrated, usually from 76.9 µM), for the others: at the highest dose activity, negative = inhibition, most hits filed as inhibitors. actives 0.031% (n = 330,000); also: potency is read from the fitted curve at half-maximal effect; % is scaled to controls: 0 for no effect and ±100 for the full control effect; nearly all actives have a fitted effect of over 80% in size
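Compound-treated chaperonin, 25 nM final, turns over 10 uM ATP at 37°C for 30 min following a 10 min preincubation; ADP generated competes with ADP-d2 for Eu-cryptate antibody, lowering FRET.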
HepG2 viability: counter-screen for TGF-b inhibitors: cytotoxicity in HepG2 cells. actives 0.76% (n = 410,000). HepG2 CAGA-GFP viability, ATP luminescence, 18 h. Potency, µM (series often up to 46.1 µM), inactives show at the top dose activity change, negative = cytotoxicity, most hits filed as cytotoxic. AID 588856; also: potency is read from the fitted curve at half-maximal effect; some results filed as inactive show a strong effect at the top dose
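HepG2 CAGA-GFP cells (1000/well, DMEM with 1% FBS) received compound, then TGF-beta at 500 pg/mL final, and were incubated 18 hours at 37 degrees C. Viability was read by CellTiter-Glo luminescence. Media-only wells were set as complete cell-killing and DMSO as no toxicity.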
CCT chaperon mod: changes cytosolic chaperonin activity | purified chaperonin ATPase assay, HTRF ADP detection, 30 min | activity change, % (concentration not given with the values), hits read low | actives 0.3% (n = 360,000) | AID 651819; in the data active = activity change below about -30%; also: % is scaled to controls: 0 for no effect and ±100 for the full control effect
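TRiC (40 or 20 nM final, by batch activity) in 30 mM Tris pH 7.4, 100 mM KCl, 5 mM MgCl2, 1 mM DTT was treated with compound at 76 uM single dose, then 10 uM ATP, 30 min at 37 °C. ADP was read by HTRF Transcreener.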
TGFb SMAD3 inh: inhibitors of TGF-b signaling; AID 588855; actives 1.2% (n = 410,000); HepG2 CAGA-GFP TGF-b/SMAD3 reporter, GFP fluorescence, 18 h; TGF-beta stimulated, 500 pg/mL final; Potency, µM (highest dose often 46.1 µM), for the others: at the top dose activity, negative = inhibition, hits mostly inhibitors; also: potency is read from the fitted curve at half-maximal effect; % is scaled to controls: 0 for no effect and ±100 for the full control effect; nearly all actives have a fitted effect of over 65% in size
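HEPG2 CAGA-GFP cells (1000/well, DMEM with 1% FBS) were pre-incubated 2 h at 37 degrees C, given compound by pin tool, then stimulated with TGF-beta at 500 pg/mL final for 18 h before per-cell GFP fluorescence imaging.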
* marks the source's active call; other numbers are inactive results; i = inactive; ? = inconclusive; . = no result given; [ ] = dose if it differs, or a comment. Unless noted, calls follow the shape of the dose curve; as a rule, active = well fitted curve in the direction sought with a large enough effect; inconclusive = small, poorly fitted or top-dose-only effect, or another doubt; inactive = no such curve, though single readings can be large; an effect the other way counts as inactive or inconclusive.

Compound	TGFb SMAD3 inh	Nrf2 inh	Nrf2 ARE act	A549 viability	ATXN viability	Akt phos inh	HepG2 viability	CCT chaperon mod	MmCpn inh
COCCSc1nnc(NC(=O)c2cc(C(=O)OC)cc([N+](=O)[O-])c2)s1	7%	-7%	0.2%	-10%	i	i	-3%	1.0	0%
CC(=O)Nc1ccc(-c2cc3ccccc3o2)cc1	-2%	-5%	3.3%	3%	i	i	-32%	0.8	0%
COc1ccc(NC(=O)c2ccc(CNc3c(N4CCCC4)c(=O)c3=O)cc2)cc1Cl	-1%	2%	2.8%	5%	i	i	5%	-1.2	-2%
COc1cc2[nH]c3c(=O)n(CCN4CCOCC4)cnc3c2cc1OC	0%	0%	0.4%	0%	i	i	-4%	-1.5	-5%[15.4 µM]
COc1ccc(/C=C/C(=O)NC(=S)N2CCCC(C(N)=O)C2)cc1 (configuration not stated)	-10%	-14%	5.8%	-1%	i	i	-5%	-4.0	1%
CCCC(=O)C1=C(O)C(C(=O)OC)C(C)(C)CC1=Nc1ccc(OC)cc1 (configuration not stated)	-6%	3%	-0.2%	11%	i	i	-2%	-5.2	-5%
COCCNC(=O)C(c1ccc(C)cc1)N(C(=O)CCC(=O)Nc1ccccn1)c1cccc(C)c1 (configuration not stated)	5%	-3%	0.0%	7%	i	i	-36%	-0.7	0%
O=C(CSc1nnc(CNC(=O)c2ccc(F)cc2)o1)Nc1nccs1	1%	-26%	0.2%	0%	i	i	-12%	-3.1	1%
CCCOc1ccc(/C=C2\SC(=S)N(CC3CCCO3)C2=O)cc1 (configuration not stated)	-14%	-13%	-0.5%	-3%	i	i	-13%	-2.5	0%
N#Cc1ccc(-c2nc3cc(Cl)ccc3c(=O)n2O)cc1	-22%	-19%	-1.9%	-13%	i	i	-31%	-0.9	1%
C/C(=N\NC(=O)CN1CCN(Cc2ccccc2)CC1)c1cccs1	-1%	-17%	4.0%	-9%	i	i	-9%	-0.7	0%
O=C(COC(=O)/C=C/c1ccc([N+](=O)[O-])cc1)NC(=O)NC1CCCCC1	-21%	-19%	0.2%	-3%	i	i	-70%	-1.3	1%
O=C(COC(=O)C12CC3CC(CC(C3)C1)C2)Nc1ccccc1F	-3%	-15%	-0.7%	-10%	?	i	-2%	-2.1	2%
O=C(Nc1ccc2oc(=O)ccc2c1)c1ccco1	4%	0%	16%	0%	i	i	-2%	-0.4	-2%
N#Cc1ccc(NN=Nc2ccccc2C#N)cc1	2%	.	5.5%	.	?	i	-4%	-0.1	.
Cc1ccc(C(c2nnnn2C2CCCC2)N2c3ccccc3CC2C)cc1 (configuration not stated)	?	-3%	3.4%	9%	i	i	-7%	1.6	-15%
O=C(CN1CCN(c2ccccc2F)CC1)NCc1ccc(Cl)cc1	-2%	-5%	-0.1%[9.22 µM]	8%	i	i	3%	1.8	0%
O=C(Nc1ccc(Cl)cc1)c1cccc(S(=O)(=O)Nc2ccccn2)c1	1%	?	2.7%	-13%	?	i	-1%	-23	-3%
c1ccc(Nc2nn[nH]n2)cc1	11%	-10%	-0.4%	-4%	i	i	-2%	-0.2	0%
N#CCCSCc1ccc(OCC(=O)O)cc1	9%	-2%	-0.4%	2%	i	i	-1%	1.5	0%
COc1ccccc1C(=O)NC(CCSC)C(=O)NCC(c1ccccc1OC)N1CCCC1 (configuration not stated)	-3%	21%	-0.1%	1%	i	i	2%	1.0	-15%
COc1ccc(NC(=O)C2Cc3c(-c4ccc5c(c4)OCO5)ccnc3O2)cn1 (configuration not stated)	-31%	.	3.2%	.	i	i	-23%	0.9	.
COC(=O)c1cc2occc2n1CC(=O)Nc1ccc(C(C)C)cc1	17%	14%	0.4%	2%	i	.	4%	.	.
COc1ccc([C@H]2C[C@H](n3cc(-c4ccc(F)cc4)nn3)[C@@H](O)CN2CC2CCCCC2)cc1	?	.	0.5%	.	?	i	-8%	0.2	.
Cc1ccc(C)c(NC(=O)CCC(=O)NNS(=O)(=O)c2ccc(Cl)cc2)c1	5%	0%	0.8%	-2%	i	i	4%	-1.2	1%
CCCC1(c2ccccc2)NC(=O)N(CC(=O)Nc2ccc(N3CCOCC3)cc2)C1=O (configuration not stated)	-17%	12%	0.1%	-3%	i	i	8%	0.3	2%
CC(=O)c1ccc(N2C(=O)Nc3ccccc3S2(=O)=O)cc1	5%	.	6.2%	14%	i	.	0%	.	.
O=C(NCc1ccccc1)c1ccccc1Br	21%	6%	-0.4%	12%	i	i	38%	-0.6	1%
CCC1(N(C(C)=O)c2ccc(OC)cc2)C(=O)c2ccccc2C1=O	-3%	6%	2.1%	-1%	i	i	-17%	-0.5	-2%
CC(=O)c1cccc(NC(=O)CSc2nc(=O)n(Cc3ccccn3)c3c2CCC3)c1	10%	-4%	0.0%	1%	i	i	15%	-0.8	-8%
COc1ccc(NC(=O)CN(C)CC(=O)Nc2ccc(Cl)cc2F)cc1	3%	-27%	0.4%	2%	i	i	-5%	1.0	-9%
COc1cc(C(=O)C(O)c2ccc(O)c(OC)c2)ccc1O (configuration not stated)	-2%	3%	0.3%	-2%	?	i	3%	-0.2	.
CCN(CC)S(=O)(=O)c1ccc(S(=O)(=O)N2CCC(C(=O)NC3CCN(Cc4ccccc4)CC3)CC2)cc1	0%	2%	0.1%	1%	i	i	3%	-0.8	2%
CCC1=NN(C(=O)COc2ccccc2)C(O)(c2ccncc2)C1 (configuration not stated)	9%	4%	-0.3%	-2%	i	i	2%	-2.4	5%
COc1cccc(NC(=O)CN(Cc2ccccc2)S(C)(=O)=O)c1	-2%	6%	-0.2%	-2%	i	i	-25%	0.6	-1%
O=[N+]([O-])c1ccc(Cc2nnc(-c3ccc(F)cc3)o2)cc1	-3%	-8%	6.3%	3%	i	i	26%	-2.6	-2%
Cc1onc(-c2cccc(Cl)c2Cl)c1C(=O)O/N=C(\N)c1ccc([N+](=O)[O-])o1	?	12%	?	-3%	i	i	-25%	-2.5	-1%
CC1(C(=O)NCc2ccccn2)C=CCN1C(=O)c1ccccc1 (configuration not stated)	3%	19%	0.7%	-2%	i	i	1%	-0.8	0%
COc1ccc(-c2[nH]ncc2/C=N/NC(=O)c2ccncc2)c(OC)c1	3%	4%	0.2%	-10%	i	i	4%	0.1	-1%
O=S(=O)(c1ccc(C(F)(F)F)cc1)N1CCCN(c2ccc(C(F)(F)F)cn2)CC1	?	-22%	0.7%	0%	i	i	-6%	-34*	1%

Entries of single compounds, looked up by structure. Order of values: TGFb SMAD3 inh | Nrf2 inh | Nrf2 ARE act | A549 viability | ATXN viability | Akt phos inh | HepG2 viability | CCT chaperon mod | MmCpn inh
Record of CC(=O)c1ccc(N2C(=O)Nc3ccccc3S2(=O)=O)cc1 : 5% | . | 6.2% | 14% | i | . | 0% | . | .
Record of COc1ccc(NC(=O)C2Cc3c(-c4ccc5c(c4)OCO5)ccnc3O2)cn1 (configuration not stated) : -31% | . | 3.2% | . | i | i | -23% | 0.9 | .
Record of CC(=O)c1cccc(NC(=O)CSc2nc(=O)n(Cc3ccccn3)c3c2CCC3)c1 : 10% | -4% | 0.0% | 1% | i | i | 15% | -0.8 | -8%
Record of CC1(C(=O)NCc2ccccn2)C=CCN1C(=O)c1ccccc1 (configuration not stated) : 3% | 19% | 0.7% | -2% | i | i | 1% | -0.8 | 0%

The listing picks up; the two compounds before the break are reprinted first.
Compound	TGFb SMAD3 inh	Nrf2 inh	Nrf2 ARE act	A549 viability	ATXN viability	Akt phos inh	HepG2 viability	CCT chaperon mod	MmCpn inh
COc1ccc(-c2[nH]ncc2/C=N/NC(=O)c2ccncc2)c(OC)c1	3%	4%	0.2%	-10%	i	i	4%	0.1	-1%
O=S(=O)(c1ccc(C(F)(F)F)cc1)N1CCCN(c2ccc(C(F)(F)F)cn2)CC1	?	-22%	0.7%	0%	i	i	-6%	-34*	1%
COC(=O)CN(C(=S)Nc1ccc(F)cc1)C1CC(=O)N(c2ccc(OC)cc2)C1=O (configuration not stated)	17%	9%	-0.2%	-18%[1.84 µM]	i	i	-9%	-0.1	0%
COc1ccc(C(=O)Nc2c(C)ccc3nsnc23)cc1[N+](=O)[O-]	1%	-7%	-0.3%	1%	i	i	7%	1.1	-3%
CC(C)(CN1CCC(Cc2ccccc2)CC1)NS(=O)(=O)c1ccccc1	-24%	-7%	1.4%	-1%	i	i	-34%	0.9	-1%
O=C(O)c1cccc(S(=O)(=O)Nc2ccccc2C(=O)NCCc2ccccc2)c1	-5%	?	2.3%	3%	i	i	-14%	-0.6	4%
C/C(=N\O)C(=O)NCCCn1ccnc1	-12%	6%	0.0%	1%	i	i	9%	0.5	1%
Fc1ccc(Nc2nnns2)cc1	-1%	2%	0.4%	3%	i	i	-2%	0.9	-1%
CC(C)CCn1c(CN2CCN(Cc3ccccc3)CC2)nc2c1c(=O)[nH]c(=O)n2C	12%	2%	-0.9%	0%	?	i	-4%	-0.3	1%
CNC(=O)c1csc(-c2ccncc2)n1	15%	12%	-0.7%	3%	.	.	5%	-0.6	2%
COc1ccc(CCC(=O)NCCc2csc(-c3ccc(Cl)cc3)n2)cc1	?	.	4.7%	1%	i	.	-33%	.	.
O=C(COC(=O)c1cccc2ccccc12)Nc1cccnc1Cl	0%	6%	0.1%	1%	i	i	8%	-3.9	1%
Cc1cc(C)nc(/N=C2/NC(=O)CS2)n1	5%	?	0.1%	-3%	i	i	8%	-1.8	0%
